Lamin A splicing = qHTS Assay for Modulators of Lamin A Splicing. Potency, µM (doses to about 46.1 µM), inactives show at the top dose ratio change, negative = inhibition, actives largely listed as inhibitors. AID 1487, 2009. actives 0.01% (n = 200,000). HeLa LMNA splicing GFP/RFP minigene ratio, 48 h; active = well fitted inhibition curve with a large enough effect in the signal ratio, with a control signal flat, not every such curve was filed as active; inconclusive = small, poorly fitted or top-dose-only effect, or effect the other way, or a change in a side signal; the % refers to the signal ratio; note: potency is the fitted concentration of half-maximal effect; % is set by controls: 0 for no effect and ±100 for the full control effect
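Read-out is the ratio of GFP to DsRed2 object intensity, acquired by 488 nm laser-scanning cytometry on HeLa lamin A-EGFP minigene reporter cells. Compound incubation 48 hrs at 37 °C in Opti-MEM with 2% FBS; DMSO 0.5% final.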
Epigenetic derep = Quantitative High-Throughput Screen for Regulators of Epigenetic Control; murine LDR cells, GFP reporter derepression, 30 h; Potency, µM (top dose mostly 53.9 µM), for the others: at the highest dose GFP activation, actives largely listed as activators; AID 1865, 2009; actives 0.2% (n = 280,000); note: potency is the fitted concentration of half-maximal effect; % of control where 0% means no effect; nearly all actives have a fitted effect of over 60% in size
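Murine LDR cells carrying a silenced, genomically integrated CMV-driven GFP reporter were exposed to compound for 30 hours at 37 C. After PBS washes, GFP-positive cells (20–120 um objects) were counted by laser-scanning microplate cytometry.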
IMPase Li cell = qHTS Assay for Identifying the Cell-Membrane Permeable IMPase Inhibitors: Potentiation with Lithium; CHO-M1 cells, IP1 TR-FRET (IP-One), carbachol + lithium; Potency, µM (doses to about 59.4 µM), inactives show at the top dose activity, negative = IMPase inhibition, actives largely listed as inhibitors; actives 0.35% (n = 210,000);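 note: IP1 builds up when IMPase is blocked and the TR-FRET signal falls; potency is the fitted concentration of half-maximal effect; plate controls were basal vehicle for no effect and high inhibitor control for full effect; nearly all actives have a fitted effect of over 50% in size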
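CHO cells stably expressing M1 receptor (2000/well, cultured 16–30 h) treated 30 min at 37C with compound plus low lithium. Cytosolic IP1 by TR-FRET (665/620 ratio and 620 channel) after 10 min lysis; AC50 by Hill fit.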
CBFb-RUNX1 inh = qHTS Assay for Compounds Blocking the Interaction Between CBF-beta and RUNX1 for the Treatment of Acute Myeloid Leukemia. Runt-related transcription factor 1 (Homo sapiens) + Core-binding factor subunit beta …. AlphaScreen CBFb-His/RUNX1-biotin binding, biochemical. AID 1477, 2009. 230,000 tested, under 10 active. Potency, µM (top dose mostly 59.8 µM), for the others: at the highest dose activity, negative = inhibition, usual class: inhibitors; note: % of control where 0% means no effect
Target sequence (Q01196 whole entry, looked up): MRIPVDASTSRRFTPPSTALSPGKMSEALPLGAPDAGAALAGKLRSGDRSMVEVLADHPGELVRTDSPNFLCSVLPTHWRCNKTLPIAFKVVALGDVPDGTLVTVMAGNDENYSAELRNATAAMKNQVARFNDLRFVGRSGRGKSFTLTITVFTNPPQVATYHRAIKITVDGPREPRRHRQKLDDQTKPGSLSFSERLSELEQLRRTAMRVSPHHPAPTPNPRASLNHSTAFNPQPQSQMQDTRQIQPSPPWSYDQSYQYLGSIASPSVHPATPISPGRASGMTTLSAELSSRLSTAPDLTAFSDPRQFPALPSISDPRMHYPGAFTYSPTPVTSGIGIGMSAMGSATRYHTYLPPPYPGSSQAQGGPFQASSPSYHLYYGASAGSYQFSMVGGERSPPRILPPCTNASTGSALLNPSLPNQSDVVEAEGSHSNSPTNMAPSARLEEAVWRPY
Target sequence (Q13951 whole entry, looked up): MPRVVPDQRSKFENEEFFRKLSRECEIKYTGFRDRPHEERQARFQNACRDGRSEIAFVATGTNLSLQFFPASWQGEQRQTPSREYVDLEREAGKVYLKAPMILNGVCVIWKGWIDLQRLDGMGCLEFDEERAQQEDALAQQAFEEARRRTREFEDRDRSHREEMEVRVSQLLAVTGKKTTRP
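Room-temperature protein-protein interaction test with 30 nM each of His-tagged CBF-beta and biotinylated RUNX1, 15 min with compound, then 90 min with nickel plus streptavidin beads. Signal read in AlphaScreen mode.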
NPSR antag = qHTS Assay for Antagonists of the Neuropeptide S Receptor: cAMP Signal Transduction. Q6W5P4. CHO-NPSR cells, cAMP TR-FRET, antagonist mode. Potency, µM (highest dose often 38.3 µM), without a hit: at the top dose activity change, negative = inhibition, most hits filed as inhibitors. actives 1% (n = 220,000); note: potency is the fitted concentration of half-maximal effect; % is set by controls: 0 for no effect and ±100 for the full control effect; nearly all actives have a fitted effect of over 50% in size; many of its hits are not listed in these tables
Target sequence (Q6W5P4 whole entry, looked up): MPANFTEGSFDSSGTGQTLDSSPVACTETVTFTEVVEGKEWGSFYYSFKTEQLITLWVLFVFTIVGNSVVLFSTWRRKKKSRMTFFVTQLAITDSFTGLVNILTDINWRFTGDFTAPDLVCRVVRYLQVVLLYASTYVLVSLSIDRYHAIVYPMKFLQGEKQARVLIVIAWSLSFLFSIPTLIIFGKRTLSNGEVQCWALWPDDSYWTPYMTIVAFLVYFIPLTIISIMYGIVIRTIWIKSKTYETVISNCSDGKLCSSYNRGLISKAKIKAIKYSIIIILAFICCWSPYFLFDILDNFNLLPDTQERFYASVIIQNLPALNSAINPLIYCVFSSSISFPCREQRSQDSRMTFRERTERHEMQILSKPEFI
HttQ103 aggreg = qHTS Multiplex Assay to Identify Dual Action Probes in a Cell Model of Huntington: Aggregate Formation (GFP); PC12 HttQ103-GFP aggregates, Acumen cytometry, 40 h; actives 1.1% (n = 220,000); Potency, µM (doses to about 46.1 µM), without a hit: at the highest dose activity change, negative = inhibition, most hits filed as inhibitors; note: potency is the fitted concentration of half-maximal effect; % is set by controls: 0 for no effect and ±100 for the full control effect; nearly all actives have a fitted effect of over 60% in size
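Huntingtin Q103 exon 1–GFP aggregates in induced PC12 cells (100 nM tebufenozide) were quantified by cytometry from lysates, with compounds dosed in titration.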
Luc counter = Counterscreen for Luciferase (Kinase-Glo TM) Inhibition | Luciferin 4-monooxygenase (Photuris pensylvanica), Q27757 | Kinase-Glo luciferase, ATP luminescence, 8 min | Potency, µM (highest dose often 38.3 µM), for inactives: at the top dose activity change, negative = inhibition, actives largely listed as inhibitors | actives 0.28% (n = 200,000) | AID 1379, 2008; note: potency is the fitted concentration of half-maximal effect; % is set by controls: 0 for no effect and ±100 for the full control effect; nearly all actives have a fitted effect of over 60% in size
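Substrate mix (final 50 mM imidazole pH 7.2, 50 mM KCl, 7 mM MgCl2, 10 uM ATP, 0.01% Tween 20, 0.05% BSA) plus pin-tool compound, then Kinase-Glo detection mix; 8 min ambient, luminescence read.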
The depositor's hits bear a star; ? = inconclusive; · = no result given; & = joins results of further samples; [ ] = dose if it differs, or a comment. Unless noted, calls come from the whole dose curve; as a rule, active = well fitted curve in the direction sought with a large enough effect; inconclusive = small, poorly fitted or top-dose-only effect, or another doubt; inactive = no such curve, though single readings can be large; an effect the other way counts as inactive or inconclusive.

(1) CN(C)C(=O)c1ccc(Oc2ccc(C(=O)N(C)C)cc2)cc1
(2) CCCn1c(CN2CCCCC2CC)nc2c1c(=O)n(C)c(=O)n2C (stereo not drawn)
(3) CCc1cc(C(=O)N2CCCC(C(=O)c3cccc(OC(C)C)c3)C2)n(C)n1 (stereo not drawn)
(4) O=c1cc2c(n[nH]1)CCCC2
(5) Cc1nc(-c2ccccn2)nc(SCC(=O)c2ccc(F)cc2)c1Cl
(6) COc1ccccc1C(=O)NCC(=O)N/N=C/c1cn[nH]c1-c1ccccc1
(7) Cc1cc(S(=O)(=O)NC(C)C)ccc1OCC(=O)N1CCOCC1
(8) COC(=O)c1nn(-c2ccccc2)c2nnc(Cc3ccc(C)cc3)c(=O)n12

assay / entry,1,2,3,4,5,6,7,8
Lamin A splicing,10%,0%,?,8%,·,?,7%,4%
Epigenetic derep,-1.0%,0.0%,5.1%,0.0%,11%,5.0%,-2.5%,0.1%
IMPase Li cell,7%[38.3 µM],15%[38.3 µM],6%,0%[38.3 µM],·,-2%,19%[38.3 µM],-6%
CBFb-RUNX1 inh,1%,5%,2%,2%,2%,5%,2%,-1%
NPSR antag,0%[46.1 µM],-9%[46.1 µM],2%,3%[46.1 µM],-38%,9%,1%[46.1 µM],-4%
HttQ103 aggreg,2%,-7%,5%[9.22 µM],-4%,17%[9.22 µM],?,-3%,-3%
Luc counter,1%,4%,0%,0%,·,1%,-2%,-1%

5 entries already listed, ordered by molar mass, largest number first:
(3) CCc1cc(C(=O)N2CCCC(C(=O)c3cccc(OC(C)C)c3)C2)n(C)n1 (stereo not drawn)
(5) Cc1nc(-c2ccccn2)nc(SCC(=O)c2ccc(F)cc2)c1Cl
(7) Cc1cc(S(=O)(=O)NC(C)C)ccc1OCC(=O)N1CCOCC1
(1) CN(C)C(=O)c1ccc(Oc2ccc(C(=O)N(C)C)cc2)cc1
(4) O=c1cc2c(n[nH]1)CCCC2

assay / entry,3,5,7,1,4
Lamin A splicing,?,·,7%,10%,8%
Epigenetic derep,5.1%,11%,-2.5%,-1.0%,0.0%
IMPase Li cell,6%,·,19%[38.3 µM],7%[38.3 µM],0%[38.3 µM]
CBFb-RUNX1 inh,2%,2%,2%,1%,2%
NPSR antag,2%,-38%,1%[46.1 µM],0%[46.1 µM],3%[46.1 µM]
HttQ103 aggreg,5%[9.22 µM],17%[9.22 µM],-3%,2%,-4%
Luc counter,0%,·,-2%,1%,0%

Following part
(9) O=C(NC1=NCCS1)c1ccc2c(c1)C(=O)N(Cc1ccco1)C2=O
(10) C#CCOCCOCCOCCNc1nc(N2CCN(C(=O)Cn3cc(CCCN=C(N)N)nn3)CC2)nc(N2CCN(C(=O)Cn3cc(CCCN=C(N)N)nn3)CC2)n1
(11) CC(O)CCC(=O)NNC1=CC(=O)CC(C)(C)C1 (stereo not drawn)
(12) Cn1ncc2c(NNC(=O)c3ccc(Cl)c(Cl)c3)ncnc21
(13) CC1(C)CC(=O)C2=C(C1)Oc1ncn(Cc3ccco3)c(=N)c1C2c1ccccc1 (stereo not drawn)
(14) COc1cc2c(cc1OC)C(C(=O)NCc1ccco1)C1c3ccccc3CCN1C2=O (stereo not drawn)
(15) CCOC(=O)C1=C(Nc2ccccc2)CC(C)(O)C(C(=O)OCC)C1c1ccc(Cl)cc1 (stereo not drawn)
(16) CC(=O)Nc1ccc(S(=O)(=O)Oc2ccccc2N2CCCCC2)cc1

assay / entry,9,10,11,12,13,14,15,16
Lamin A splicing,-2%,4%,·,?,?,?,-9%,·
Epigenetic derep,-1.1%,6.1%,0.0%,-1.0%,-7.0%,-1.0%,1.0%,1.0%
IMPase Li cell,10%[38.3 µM],0%,1%,1%,·,-4%[38.3 µM],12%,·
CBFb-RUNX1 inh,-18%,0%[2.36 µM],1%,-14%,-13%,1%,15%,5%
NPSR antag,-11%[46.1 µM],12%,-4%,-11%,-22%[46.1 µM],-16%[46.1 µM],-29%,?
HttQ103 aggreg,8%,-6%,-7%[9.22 µM],-21%,-8%,-3%,18%,1%[9.22 µM]
Luc counter,4%,3%,0%,1%,·,4%,-2%,·

(17) O=C1C2C3C=CC(C3)C2C(=O)N1c1ccccc1 (stereo not drawn)
(18) Cc1ccc(C)c(OCC(=O)Nc2ccc3c(c2)OCO3)c1
(19) COC(=O)c1ccc(C23CC4(C2)[C@H](CN(Cc2ccc(-c5ccccc5)cc2)[C@@H]4c2ccccc2)C3c2ccccc2)cc1 (stereo partly drawn)
(20) Cc1ccc(S(=O)(=O)N/N=C\C=C\c2ccccc2)cc1
(21) COc1ccccc1C1/C(=C(/O)c2ccccc2)C(=O)C(=O)N1CC(C)C (stereo not drawn)
(22) Cn1nccc1C(=O)Nc1cccc(C(F)(F)F)c1
(23) Cc1ccc(Oc2ccc(Oc3ccc(C)cc3)nn2)cc1
(24) CCN(CC)S(=O)(=O)c1cc([N+](=O)[O-])ccc1N=Nc1c(O)[nH]c2ccccc12

assay / entry,17,18,19,20,21,22,23,24
Lamin A splicing,?,?,·,-3%,3%,·,5%,-8%
Epigenetic derep,5.7%,-2.2%,2.3%&6.7%,0.9%,-5.9%,-0.6%,0.0%,18µM*
IMPase Li cell,14%[38.3 µM],6%,-5%,7%,·,4%,6%[38.3 µM],2%
CBFb-RUNX1 inh,13%,2%,6%&12%,10%,3%,7%,3%,3%
NPSR antag,4%[46.1 µM],-8%[46.1 µM],10%,-7%[46.1 µM],2%[46.1 µM],9%,-7%[46.1 µM],-15%
HttQ103 aggreg,1%,3%,-4%[9.22 µM],-14%,13%,-8%,2%,5%
Luc counter,-3%,-1%,0%,3%,·,1%,1%,-1%

(25) CCc1cc(C(C)=O)c(O)cc1OCCCCCC(C)(C)c1nn[nH]n1
(26) CCNC(=S)NNC(=O)c1csc(C)c1
(27) CC1CCN(C(C(=O)NC2CCCCC2)c2cc3c(cc2[N+](=O)[O-])OCO3)CC1 (stereo not drawn)
(28) COc1ccccc1NC(=O)Nc1cc(NC(=O)Nc2ccccc2OC)c(C)nc1C
(29) O=C(Nc1cccc2ccccc12)NC1CCCc2ccccc21 (stereo not drawn)
(30) Cc1nc2ccccc2c(=O)n1/N=C/c1cccnc1
(31) CC1(C)C(c2ccc(Cl)cc2)=[N+]([O-])C2(CCCC/C2=N\O)N1O (stereo not drawn)
(32) CSc1sc(-c2ccnc(=S)[nH]2)c(-c2ccccc2)c1C#N

assay / entry,25,26,27,28,29,30,31,32
Lamin A splicing,·,8%,0%,-20%,11%,4%,?,-7%[46 µM]
Epigenetic derep,10%,0.1%,0.2%,1.0%,11%,0.0%,-1.1%,1.1%
IMPase Li cell,4%,1%,1%,1%,10%[38.3 µM],-16%[38.3 µM],-12%[38.3 µM],·
CBFb-RUNX1 inh,27%,9%,-21%,3%,-3%,0%,7%,5%
NPSR antag,·,8%,-47%,-2%,2%[46.1 µM],-6%[46.1 µM],-29%[46.1 µM],15%
HttQ103 aggreg,·,-8%,-2%,19%,15%,-6%[9.22 µM],1%,4%[9.22 µM]
Luc counter,-5%,-7%,4%,1%,-3%,2%,-5%,·

(33) CSc1nnc(-c2ccccc2Cl)n1N
(34) CCOc1ccc(NC(=O)CCCc2cc(-c3ccc(OCC)cc3)on2)cc1
(35) O=C(COC(=O)CCC1CCCC1)NCc1ccc(Cl)cc1
(36) COc1ccccc1-c1cc(C(=O)NC(C)C)no1
(37) CN(C)S(=O)(=O)c1ccc(C(=O)Nc2cccnc2)cc1
(38) Cc1cc(C(=O)C[N+]2(C)CCOCC2)c(C)n1-c1ccc(Br)cc1
(39) N#Cc1cccc(NC(=O)CCC2CCCC2)c1
(40) CC(=O)OC[C@H]1O[C@@H](n2ncc(=O)[nH]c2=O)[C@H](OC(C)=O)[C@@H]1OC(C)=O

assay / entry,33,34,35,36,37,38,39,40
Lamin A splicing,-10%,0%,4%[46 µM],0%,-4%,12%[9.22 µM],-6%,?
Epigenetic derep,-1.6%,-0.9%,-4.1%,0.0%,5.9%,1.1%,0.9%,-1.0%&-1.4%
IMPase Li cell,18%[38.3 µM],-10%[38.3 µM],9%,-9%[38.3 µM],30%[activator][38.3 µM],18%,5%[38.3 µM],-6%&-13%
CBFb-RUNX1 inh,8%,5%,15%,-2%,1%,-1%,9%,11%&3%
NPSR antag,5%[46.1 µM],-5%[46.1 µM],-6%,-17%[46.1 µM],-6%[46.1 µM],1%,17%[46.1 µM],17%
HttQ103 aggreg,-24%,12%,-8%,3%,10%,10%,-9%,-20%&5%
Luc counter,1%,-3%,0%,-6%,-3%,-7%,-4%,-1%

(41) O=S1(=O)C=C(SCc2cccc(Cl)c2)Nc2ccccc21
(42) CCOC(=O)N1CCN(Cc2c(F)cccc2F)CC1
(43) Cc1ccc(C(=O)Nc2cccnc2)cc1NC(=O)c1ccco1
(44) O=C1C2C3c4ccccc4C(c4ccccc43)C2C(=O)N1CN1CCOCC1 (stereo not drawn)
(45) O=C(/C=C\Nc1ccc(Cl)cn1)c1ccc(Br)cc1
(46) O=C(COS(=O)c1ccccc1)Nc1cc(Cl)ccc1N1CCOCC1 (stereo not drawn)
(47) Cc1nn(C)cc1CN(C)C(=O)c1nn2c(c1Cl)NC(c1cccs1)CC2C(F)(F)F (stereo not drawn)

assay / entry,41,42,43,44,45,46,47
Lamin A splicing,0%,14%,3%,?,-12%[46 µM],·,-15%
Epigenetic derep,0.0%,-12%,3.6%,0.0%,?,-2.9%[10.1 µM],-1.0%
IMPase Li cell,-6%[38.3 µM],-7%[38.3 µM],-8%[38.3 µM],-5%[38.3 µM],-26%,4%,22%[38.3 µM]
CBFb-RUNX1 inh,0%,-4%,7%,-7%,-5%,0%,1%
NPSR antag,1%[46.1 µM],2%[46.1 µM],-7%[46.1 µM],-11%[46.1 µM],-20%,-6%,-15%[46.1 µM]
HttQ103 aggreg,-29%,-4%[9.22 µM],5%,1%,-20%,11%[9.22 µM],-28%
Luc counter,0%,4%,-3%,1%,4%,1%,1%

Some of the compounds tested, so the mix of outcomes need not match the whole.
